# C2C12 statin – suppressors of statin myotoxicity in C2C12 myotubes, primary screen, cell-based, single point, plate reader | hit rate 0.78% among 330,000 | C2C12 myotubes + simvastatin, ATP luminescence, 48 h; scaled: DMSO 0, geranylgeraniol control 100 | rescue of ATP level, % at 7.49 µM | AID 602340, 2012;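 active = mean ATP rescue above about 67%, or every replicate alone reaching that limit, limit read from the data, passing the limit was not always enough; inconclusive = no clear call, values can overlap the other calls; inactive = mean under the limit and some replicate under it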;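 note: myotubes were challenged with 10 µM simvastatin during compound exposure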
# E-sel inducer – E-selectin induction in HUVECs, primary screen, imaging, HUVEC, immunofluorescence imaging, single point. P16581. normalized: neutral wells 0, TNF-alpha wells 100. activation, % at 7.58 µM. hit rate 0.37% among 260,000. AID 686992, 2013;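 active = mean E-selectin-positive cell signal at least 10% of the positive control, reached in at least 60% of replicates, without over 20% cell loss; inconclusive = no rule given, readout overlaps actives, possibly toxicity-flagged; inactive = the rest, including those meeting only one limit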;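 note: in these data hits start at about 27%; measured in HUVEC primary endothelial cells; signal is the percent of cells scored E-selectin positive by PE staining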
# Target sequence (P16581 whole entry, looked up): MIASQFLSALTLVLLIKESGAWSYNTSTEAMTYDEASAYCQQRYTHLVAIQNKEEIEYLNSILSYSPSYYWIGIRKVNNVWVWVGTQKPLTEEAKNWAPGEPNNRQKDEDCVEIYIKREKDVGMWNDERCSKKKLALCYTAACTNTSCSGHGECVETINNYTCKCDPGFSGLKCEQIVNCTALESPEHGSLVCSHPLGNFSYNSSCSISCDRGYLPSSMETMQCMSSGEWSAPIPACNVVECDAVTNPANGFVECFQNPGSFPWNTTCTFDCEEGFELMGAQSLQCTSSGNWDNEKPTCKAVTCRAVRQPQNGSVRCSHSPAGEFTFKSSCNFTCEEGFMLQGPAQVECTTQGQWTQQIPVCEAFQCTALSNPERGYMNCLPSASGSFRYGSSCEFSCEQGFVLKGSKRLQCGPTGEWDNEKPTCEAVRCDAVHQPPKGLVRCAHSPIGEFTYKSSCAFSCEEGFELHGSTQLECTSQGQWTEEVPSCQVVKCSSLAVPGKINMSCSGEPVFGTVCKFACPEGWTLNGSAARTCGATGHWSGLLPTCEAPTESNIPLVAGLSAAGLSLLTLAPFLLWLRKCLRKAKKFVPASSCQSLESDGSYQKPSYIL
#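 Assay system: HUVEC primary endothelial cells. Input: 3,000 HUVEC seeded per well. Doses: one compound dose added by pin transfer. Read-out basis: % PE-positive cells. Benchmarks: TNF-alpha high, DMSO low. Detection: immunofluorescence imaging. Buffer or medium: EGM-2, gelatin.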
# DENV2 CPE – inhibitors of DENV2 cytopathic effect, primary screen, cell-based, plate reader, single concentration; hit rate 1.7% among 350,000; AID 651640, 2012; CPE inhibition, % at 9.99 µM; DENV2-infected cells, cytopathic effect rescue; in the data active = CPE inhibition above about 20%, passing the limit was not always enough; inconclusive = no clear call, values can overlap the other calls; tested in BHK-21 cells;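 note: 0% = median of neutral control wells and 100% = median of positive control wells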
# SIRT5 inh – SIRT5 desuccinylase inhibitors, primary screen, biochemical, fluorescence imaging, single point, set 5. Purified SirT5, succinyl-peptide AMC, trypsin-coupled fluorescence. NAD-dependent protein deacylase sirtuin-5, mitochondrial (Homo sapiens), Q9NXA8. hit rate 1.1% among 330,000. inhibition, % at 15 µM. AID 652115, 2013; in the data active = inhibition above about 15%; inconclusive = no clear call, values can overlap the other calls
# Target sequence (Q9NXA8 whole entry, looked up): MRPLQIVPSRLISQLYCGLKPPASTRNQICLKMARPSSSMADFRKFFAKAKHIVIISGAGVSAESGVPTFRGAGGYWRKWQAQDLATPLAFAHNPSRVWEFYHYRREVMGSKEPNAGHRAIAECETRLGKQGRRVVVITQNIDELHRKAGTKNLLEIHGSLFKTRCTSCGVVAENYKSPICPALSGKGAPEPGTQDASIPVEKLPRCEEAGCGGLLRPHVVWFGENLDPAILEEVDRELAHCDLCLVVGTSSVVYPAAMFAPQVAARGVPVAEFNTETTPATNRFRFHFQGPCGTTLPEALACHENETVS
# PglD DTNB – C. jejuni PglD acetyltransferase inhibitors, primary screen, biochemical, DTNB colorimetric, single point; purified PglD enzyme, DTNB colorimetric CoA detection; hit rate 0.098% among 360,000; AID 602405, 2012; inhibition, % at 12.5 µM; UDP-N-acetylbacillosamine N-acetyltransferase PglD (Campylobacter jejuni); in the data active = inhibition above about 16%, passing the limit was not always enough; inconclusive = no clear call, values can overlap the other calls; note: strong numbers were not always called active
# S100A4 inh HTS – inhibitors of S100A4-myosin IIA peptide binding, primary screen, biochemical, fluorescence polarization, TAMRA-MyoIIA peptide; Protein S100-A4 (Homo sapiens), P26447; inhibition, % at 10.7 µM; hit rate 0.14% among 360,000; AID 652163, 2013;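 active = mean inhibition of at least 70% across replicates, with every replicate also reaching that level; inconclusive = mean inhibition reaches 70% but some replicates fall short; inactive = mean inhibition below 70%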
# Target sequence (P26447 whole entry, looked up): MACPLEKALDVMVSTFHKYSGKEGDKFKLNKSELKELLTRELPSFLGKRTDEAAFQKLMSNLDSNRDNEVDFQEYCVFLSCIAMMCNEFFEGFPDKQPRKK
#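 Material: S100A4 monomer protein | Medium: HEPES pH 7.2 with CaCl2, KCl, NaCl, DTT, Triton | Reagent: Labelled myosin peptide probe, 5 nM | Doses: One dose per compound | Times: 5 min incubation before reading | Benchmarks: Neutral control DMSO, positive control TFP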
# ERp5 block – inhibitors of ERp5-driven insulin aggregation, primary screen, biochemical, turbidity, absorbance 650 nm, single point. Protein disulfide-isomerase A6 (Homo sapiens), Q15084. 90 min. inhibition, % at 9.99 µM. hit rate 0.05% among 350,000. AID 651711, 2012;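 active = mean replicate inhibition above about 25%, with every replicate also reaching it, limit read from the data, passing the limit was not always enough; inconclusive = only one of those two criteria met; inactive = neither criterion met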
# Numbers without * were called inactive; ? = inconclusive; . = no result given. This is a subset (hit frequency here may not be typical).
SMILES	C2C12 statin	E-sel inducer	DENV2 CPE	SIRT5 inh	PglD DTNB	S100A4 inh HTS	ERp5 block
C[C@@H]1CN([C@@H](C)CO)C(=O)c2cccc(NC(=O)C3CCCCC3)c2O[C@H]1CN(C)C(=O)Nc1cccc2ccccc12	1	0.5	-9	-3	2	2	3
COc1ccccc1C(=O)COC(=O)/C(=C/c1ccccc1)NC(C)=O	33	.	-6	-8	.	-1	-5
CCC(=O)N1[C@H](CO)[C@H](c2ccccc2)C12CN(C(=O)Cc1ccccc1)C2	.	0.0	6	3	.	-8	5
Cc1ccc(OCC(=O)NCC2CCCO2)c(C)c1 (stereo not given)	.	.	-8	-3	.	7	3
CC(=O)Nc1ccc(NC(=O)c2ccccc2S(=O)(=O)c2ccccc2[N+](=O)[O-])cc1	.	2.3	-3	-3	.	4	-9
COc1ccc(S(=O)(=O)N(C)C[C@@H]2Oc3ccc(NS(=O)(=O)c4cn(C)cn4)cc3CC(=O)N([C@@H](C)CO)C[C@@H]2C)cc1	-18	-0.3	5	-14	0	2	-1
Cc1ccc(OC(=O)C(C)c2cccc(C(=O)c3ccccc3)c2)cc1 (stereo not given)	-7	.	-1	0	2	-38	1
CSc1ccc(C(O)c2ncc(-c3cccc(F)c3)[nH]2)cc1 (stereo not given)	-8	-0.1	6	0	-1	-3	-3
COc1ccc(C(=O)N2C[C@@H]3[C@H](c4ccccc42)[C@@H](CO)N3Cc2ccc3c(c2)OCO3)cc1	-28	-0.1	-1	3	2	12	-3
C[C@H](CO)N1C[C@H](C)[C@@H](CN(C)S(=O)(=O)c2ccc(F)cc2)Oc2ccc(NC(=O)NC3CCCCC3)cc2CC1=O	33	0.6	0	-5	3	-6	5
O=C(NCCC1CCCCN1S(=O)(=O)c1cccs1)C(=O)Nc1ccccc1 (stereo not given)	7	.	-1	-3	1	-2	5
CC(C)(C)NC(=O)CCN(/N=C/c1ccncc1)C1=NS(=O)(=O)c2ccccc21	-3	.	-2	3	-4	3	-3
COc1cc(OC)cc(C(=O)Nc2sc3c(c2C(N)=O)CCC3)c1	-15	0.5	4	-7	6	0	0
COc1ccc(S(=O)(=O)N(C)C[C@@H]2Oc3ccc(NC(=O)Nc4ccc(F)cc4)cc3C(=O)N([C@@H](C)CO)C[C@@H]2C)cc1	-99	0.1	4	6	1	9	0
COc1ccc(S(=O)(=O)NC(Cc2ccccc2)C(=O)O)cc1 (stereo not given)	8	-1.6	-4	-4	-5	-2	4

# The list goes on; it opens with the 2 that closed the last part.
SMILES	C2C12 statin	E-sel inducer	DENV2 CPE	SIRT5 inh	PglD DTNB	S100A4 inh HTS	ERp5 block
COc1ccc(S(=O)(=O)N(C)C[C@@H]2Oc3ccc(NC(=O)Nc4ccc(F)cc4)cc3C(=O)N([C@@H](C)CO)C[C@@H]2C)cc1	-99	0.1	4	6	1	9	0
COc1ccc(S(=O)(=O)NC(Cc2ccccc2)C(=O)O)cc1 (stereo not given)	8	-1.6	-4	-4	-5	-2	4
O=C(O)c1ccccc1C(=O)OCCCCOC(=O)c1ccccc1C(=O)O	-3	.	.	.	-5	-8	.
NS(=O)(=O)c1ccc(O)c(NC(=O)c2ccc([N+](=O)[O-])cc2)c1	.	-1.2	0	1	2	-4	3
CO[C@@H]1CN(C)C(=O)c2cc(NC(=O)c3ccc4c(c3)OCO4)ccc2OC[C@@H](C)N(CCC(F)(F)F)C[C@@H]1C	14	0.0	36*	.	-2	-9	2
CCOc1ccc(NCc2nc3ccccc3n2CCOc2ccccc2)cc1	-7	-0.6	.	.	1	.	.
CCCCN(CC)S(=O)(=O)N1CCC(C(=O)NCc2ccc(F)cc2)CC1	.	.	-5	-4	.	5	-2
O=C(NCc1cccs1)C(=O)NCC1OCCCN1S(=O)(=O)c1ccc(F)cc1 (stereo not given)	.	1.9	9	0	.	0	-2
CCCCc1ccc(NC(=O)CSc2nc(=O)n(CCN3CCOCC3)c3c2CCC3)cc1	.	0.1	-11	-2	.	8	0
O=C(CCl)N1CCN2C(=O)c3ccccc3C12c1ccc(Cl)cc1 (stereo not given)	.	0.1	4	-1	.	4	-2
Cc1ccc(CNC(=O)c2ccc(NC3=NC4CS(=O)(=O)CC4S3)cc2)cc1 (stereo not given)	-6	.	-5	-1	6	-4	-8
COc1ccc(-c2ccc(C(=O)NCc3ccccc3)c3occc23)c(C)c1	-1	1.3	-14	-5	5	2	-5
COc1ccc(CCNC(=O)c2ccc(NC(=O)CC3SC(N4CCCC4)=NC3=O)cc2)cc1OC (stereo not given)	10	2.8	1	7	2	-6	-5
CN(C)C(CNC(=O)/C=C/c1cccc(Cl)c1)c1ccccc1 (stereo not given)	.	3.6	-3	-1	.	-1	2
CN1C(=O)c2cc(NC(=O)NCc3ccccc3)ccc2OC[C@@H]2O[C@@H](CC(=O)O)CC[C@H]21	-8	0.0	7	-1	2	5	-2
Cc1cc(C)cc(NC(=O)C2CCCN2S(=O)(=O)c2cccc3cccnc23)c1 (stereo not given)	.	.	2	-4	.	3	7
CC(C)C#Cc1ccc2c(c1)O[C@H](CN(C)C(=O)c1ccccn1)[C@H](C)CN([C@H](C)CO)S2(=O)=O	-6	-0.2	-6	-2	-4	14	-4

# Gathered by group: the entries above with an aryl thioether with sulfur outside any ring.
SMILES	C2C12 statin	E-sel inducer	DENV2 CPE	SIRT5 inh	PglD DTNB	S100A4 inh HTS	ERp5 block
CSc1ccc(C(O)c2ncc(-c3cccc(F)c3)[nH]2)cc1 (stereo not given)	-8	-0.1	6	0	-1	-3	-3
CCCCc1ccc(NC(=O)CSc2nc(=O)n(CCN3CCOCC3)c3c2CCC3)cc1	.	0.1	-11	-2	.	8	0

# Later entries:
SMILES	C2C12 statin	E-sel inducer	DENV2 CPE	SIRT5 inh	PglD DTNB	S100A4 inh HTS	ERp5 block
COc1cc2c(cc1OC)CN(CC(=O)Nc1ccc(S(=O)(=O)N3CCCC3)cc1)CC2	5	.	3	0	6	-6	1
Cc1cccc(N2C(=O)C(O)=C(C(=O)c3cccs3)C2c2cccc(Oc3ccccc3)c2)n1 (stereo not given)	.	.	7	2	-1	0	2
CC(C)Cn1c2c(c(O)c(C(=O)Nn3c(Cc4ccccc4)nc4ccccc4c3=O)c1=O)CCCC2	.	.	-5	3	.	-1	7
O=C(Nc1ccc2c(c1)OCCO2)C(c1ccnc2ccccc12)N1CCN(c2ccc(C(F)(F)F)cn2)CC1 (stereo not given)	12	0.2	0	-2	0	1	-2
C/C(=N\Nc1nc2ccccc2s1)c1ccc(Br)s1	.	0.1	-5	-1	.	6	0
Cc1cc(C)cc(OC(C)C(=O)Nc2ccccc2C(=O)NCc2cccnc2)c1 (stereo not given)	-61	-0.1	-2	-4	-5	-45	-2
COC(=O)C1(C(=O)OC)C[C@H](/C=C/c2ccccc2)N(Cc2ccccc2OC)[C@@H]1c1ccc(F)cc1	.	-0.1	-2	.	.	-15	1
COc1ccc(C(O)c2ncc(-c3ccc(Cl)cc3)[nH]2)cc1 (stereo not given)	-4	-0.1	-3	.	7	-6	4
Cc1cc(=O)oc2cc(OCC(=O)OCC(=O)Nc3ccccc3Br)ccc12	.	1.4	-9	-2	.	-2	0
CN(Cc1ccc(CNC[C@H]2O[C@@H](n3cnc4c(N)ncnc43)[C@H](O)[C@@H]2O)o1)S(C)(=O)=O	0	0.5	?	-3	1	0	1
NC(=O)c1ccc(NC(=O)CCc2nc3sc4c(c3c(=O)[nH]2)CCCC4)cc1	-12	3.5	-2	-5	6	4	-2
CC1(C)Cc2nc3nc(SCC(=O)Nc4ccccc4)nc(N)c3cc2CO1	.	0.0	0	0	.	4	-4
COc1ccccc1/C=N/N1CCN(Cc2ccccc2Cl)CC1	6	0.5	-2	-1	-2	-4	-3
O=C(COC(=O)c1ccccc1SCC(=O)N1CCCC1)NCc1ccccc1	-9	0.0	9	-24	3	0	0
CN1CCN(C(=O)OC2CC3CC2[C@H]2CCCCN2C3=O)CC1 (stereo not given in full)	.	0.1	?	2	.	20	-2

# 3 entries picked at random from those above, as already listed:
SMILES	C2C12 statin	E-sel inducer	DENV2 CPE	SIRT5 inh	PglD DTNB	S100A4 inh HTS	ERp5 block
COc1ccccc1/C=N/N1CCN(Cc2ccccc2Cl)CC1	6	0.5	-2	-1	-2	-4	-3
O=C(Nc1ccc2c(c1)OCCO2)C(c1ccnc2ccccc12)N1CCN(c2ccc(C(F)(F)F)cn2)CC1 (stereo not given)	12	0.2	0	-2	0	1	-2
O=C(COC(=O)c1ccccc1SCC(=O)N1CCCC1)NCc1ccccc1	-9	0.0	9	-24	3	0	0

# 3 structures from above, sorted by molecular weight, ascending.
SMILES	C2C12 statin	E-sel inducer	DENV2 CPE	SIRT5 inh	PglD DTNB	S100A4 inh HTS	ERp5 block
COc1ccccc1/C=N/N1CCN(Cc2ccccc2Cl)CC1	6	0.5	-2	-1	-2	-4	-3
COc1cc2c(cc1OC)CN(CC(=O)Nc1ccc(S(=O)(=O)N3CCCC3)cc1)CC2	5	.	3	0	6	-6	1
CC(C)Cn1c2c(c(O)c(C(=O)Nn3c(Cc4ccccc4)nc4ccccc4c3=O)c1=O)CCCC2	.	.	-5	3	.	-1	7

# (listing goes on)
SMILES	C2C12 statin	E-sel inducer	DENV2 CPE	SIRT5 inh	PglD DTNB	S100A4 inh HTS	ERp5 block
COc1ccc(NC(=O)Nc2ccc3c(c2)C(=O)N([C@H](C)CO)C[C@H](C)[C@@H](CN(C)C(=O)Nc2ccc(OC)cc2)OCCCC[C@@H](C)O3)cc1	.	-0.2	-10	2	6	11	3
CCN(Cc1ccc(C#CCCO)cc1)CC1CCCN(CCc2cccc(F)c2)C1 (stereo not given)	-12	0.5	0	-3	-5	-17	0
CC(C)OP(=O)(OC(C)C)C(NC(=O)c1ccccc1Br)C(N)=O (stereo not given)	.	1.5	-4	-1	.	-1	-8
Cc1nn(-c2ccccc2)c(C)c1NC(=O)COC(=O)C1CC(=O)N(CCc2ccccc2)C1 (stereo not given)	-4	.	-3	-4	7	-17	9
CC(C)C#Cc1ccc([C@@H]2[C@H](C#N)N(C(=O)c3cccc(F)c3)[C@H]2CO)cc1	-19	0.1	7	0	-1	46	6
CC(C)CN1CC(=O)N2C(c3ccccc3)c3[nH]c4ccccc4c3C[C@H]2C1=O (stereo not given in full)	-7	0.2	2	-5	4	3	4
O=c1c(N=Nc2ccc(O)cc2)c(-c2ccccc2)[nH]n1-c1ccc([N+](=O)[O-])cc1	-3	.	18	-5	-2	-3	0
S=C(NCc1ccco1)N1CCN(c2ccc(Cl)cc2)CC1	.	0.5	-4	-2	.	-13	-1
COCCCn1c(O)c(/C=C2\N=C(C#N)C(=Nc3ccc(C)cc3)O2)sc1=S	.	-0.2	0	4	6	-97	-2
COc1ccc(-c2cc3nc(NCc4ccc(NC(C)=O)cc4)n(C)c(=O)c3s2)cc1OC	5	2.5	-2	-3	-2	-5	0
C[C@H](CO)N1C[C@H](C)[C@@H](CN(C)CC2CCCC2)Oc2cc(C3=CCCCC3)ccc2S1(=O)=O	-49	-0.1	3	2	2	-9	0
